High-throughput results as filed in PubChem BioAssay.
M5 PAM: human M5 muscarinic receptor positive allosteric modulators, primary screen, CHO-K1 cells, Fluo-8 calcium fluorescence; Muscarinic acetylcholine receptor M5 (Homo sapiens), P08912; CHO-K1 hM5, ACh EC20 PAM; 0% = ACh EC20, 100% = ACh EC100; activation, % at 3 µM; 360,000 compounds, 0.3% hits;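 active means activation above the run cutoff, the mean activation of all test compounds plus 3 SD, cut at about 18% in these data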
Target sequence (P08912 whole entry, looked up): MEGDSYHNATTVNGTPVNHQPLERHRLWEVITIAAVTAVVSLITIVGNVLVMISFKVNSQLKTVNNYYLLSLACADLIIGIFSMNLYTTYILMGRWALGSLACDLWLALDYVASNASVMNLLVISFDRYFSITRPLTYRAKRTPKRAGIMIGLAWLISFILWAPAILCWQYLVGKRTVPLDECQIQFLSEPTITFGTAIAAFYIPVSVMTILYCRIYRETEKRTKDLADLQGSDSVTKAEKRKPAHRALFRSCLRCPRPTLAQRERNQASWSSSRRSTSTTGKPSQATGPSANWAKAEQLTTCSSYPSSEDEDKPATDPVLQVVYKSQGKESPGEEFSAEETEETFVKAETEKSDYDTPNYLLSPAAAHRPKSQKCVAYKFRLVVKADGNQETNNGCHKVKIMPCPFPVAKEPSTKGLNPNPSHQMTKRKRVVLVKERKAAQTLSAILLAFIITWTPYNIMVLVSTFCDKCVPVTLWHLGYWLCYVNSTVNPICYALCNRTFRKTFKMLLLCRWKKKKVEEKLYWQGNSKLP
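Replicates: One well per compound, no replicates | System: Human M5 receptor in CHO-K1 cells | Benchmarks: Low control EC20 acetylcholine (0%), high control EC100 acetylcholine (100%) | Probe or stimulus: Acetylcholine, EC20 level | Times: Fluo-8 loading 80 min at 37 °C plus 30 min room temperature | Signal: Intracellular calcium via Fluo-8 fluorescence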
TAAR1 agonist: human TAAR1 agonists, primary screen, Fluo-8 calcium fluorescence, CHO RD-HGA16 cells. vehicle wells 0%, saturating PEA agonist 100%. activation, % at 3 µM. 360,000 compounds, 0.99% hits. AID 624467, 2012;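 active means activation above the mean activation of all test compounds in the run plus 3 SD, cut at about 38% in these data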
Target sequence (Q96RJ0 whole entry, looked up): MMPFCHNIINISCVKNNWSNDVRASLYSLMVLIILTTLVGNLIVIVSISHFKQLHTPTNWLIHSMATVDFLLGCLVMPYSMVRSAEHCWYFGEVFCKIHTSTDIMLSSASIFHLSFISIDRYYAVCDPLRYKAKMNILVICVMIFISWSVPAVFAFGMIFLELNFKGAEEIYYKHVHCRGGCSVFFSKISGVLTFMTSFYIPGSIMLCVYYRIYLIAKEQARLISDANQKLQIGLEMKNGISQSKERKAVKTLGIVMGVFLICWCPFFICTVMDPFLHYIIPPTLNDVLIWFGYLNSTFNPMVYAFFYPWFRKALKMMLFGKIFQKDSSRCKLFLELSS
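Test system: RD-HGA16 (CHO) cells co-expressing Gα16 and hTAAR1 / Benchmarks: DMSO vehicle as 0%, PEA at EC100 as 100% / Repeats: no replicates (n 1) / Measure: % activation from peak over basal fluorescence ratio, DMSO-to-PEA scaled / Timing: 17-24 h plating, Fluo-8 75 min 37 °C, 30 min RT / Technique: kinetic Fluo-8 calcium fluorescence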
M4 PAM: human M4 muscarinic receptor positive allosteric modulators, primary screen, CHO-K1 cells, Fluo-8 calcium fluorescence | Muscarinic acetylcholine receptor M4 (Homo sapiens), P08173 | CHO-K1 hM4/Gqi5, ACh EC20; 0% = ACh EC20, 100% = maximal ACh | activation, % at 3 µM | 360,000 compounds, 0.4% hits | AID 624126, 2012;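 active means activation above its plate's cutoff, the mean activation of sample wells plus 3 SD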; further: some results filed as inactive read as strong as hits
CHO-K1 Ca PAM: nonselective calcium activators in parental CHO-K1 cells, primary screen, counter-screen for M1 PAM project, cell-based, Fluo-8 calcium fluorescence, full deck, 1536-well | ATP EC20; 0% at ATP EC20, 100% at ATP max | activation, % at 3 µM | AID 602247, 2012 | 360,000 compounds, 0.02% hits;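 active means activation above the run cutoff, the mean activation of all test compounds plus 3 SD, cut at about 40% in these data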;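 further: peak over basal fluorescence ratio in a 140 s read after ATP addition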
CRFR2-BP ag: agonists of CRF-BP/CRF-R2 complex, primary screen, cell-based, HEK293, calcium dye fluorescence, uHTS. CRF-binding protein / CRF receptor 2 complex (human). calcium dye fluorescence (FLIPR); percent of saturating CRF peptide response. activation, % at 13.2 µM. 350,000 compounds, 0.46% hits. AID 588473, 2011;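 active means activation of at least 50%, plus an integration ratio under a set limit after plate pattern correction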;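 further: plate controls were neutral control wells without compound for no effect and CRF at EC100 for full effect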
TAAR1 antag: human TAAR1 antagonists, primary screen, Fluo-8 calcium fluorescence, CHO RD-HGA16 cells; Trace amine-associated receptor 1 (Homo sapiens), Q96RJ0; antagonist; inhibition, % at 3 µM; 360,000 compounds, 1.5% hits; AID 624466, 2012;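 active means inhibition above a per-plate cutoff, the mean inhibition of test compounds on that plate plus 3 SD, cut at about 49% in these data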;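 further: 0% = DMSO plus EC80 beta-PEA response and 100% = DMSO alone without agonist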
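Material: RD-HGA16 CHO cells with stable hTAAR1 and Gα16; Dosing: single nominal final test compound concentration of 3 µM; Schedule: seeding 17-24 h prior, 75-min 37 °C, 30-min RT dye loading; Detection: kinetic Fluo-8 calcium fluorescence measurement; Measure: % inhibition from peak post-agonist over basal fluorescence ratio; Benchmarks: vehicle and agonist controls.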
M5 ag: human M5 muscarinic receptor agonists, primary screen, CHO-K1 cells, Fluo-8 calcium fluorescence | Muscarinic acetylcholine receptor M5 (Homo sapiens), P08912 | CHO-K1 hM5 cells; 0% DMSO wells, 100% maximal acetylcholine response | activation, % at 3 µM | 360,000 compounds, 0.19% hits;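 active means activation above the run's mean over test compounds plus 3 SD, cut at about 23% in these data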;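 further: signal is peak over basal fluorescence ratio across the kinetic read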
M5 antag: human M5 muscarinic receptor antagonists, primary screen, CHO cells, Fluo-8 calcium fluorescence; AID 624040, 2012; inhibition, % at 3 µM; Muscarinic acetylcholine receptor M5 (Homo sapiens), P08912; 360,000 compounds, 0.59% hits; CHO-hM5 cells, ACh EC80;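 active means inhibition above a per-plate cutoff, the mean of that plate's test compounds plus 3 SD, cut at about 27% in these data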;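 further: 0% = acetylcholine EC80 with DMSO and 100% = DMSO without agonist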
CRFBP-R2 block: antagonists of CRF-BP/CRF-R2 complex, primary screen, cell-based, HEK293, calcium dye fluorescence, uHTS; CRF-induced calcium fluorescence; inhibition, % at 11.8 µM; 350,000 compounds, 0.59% hits;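 active means inhibition of the ligand-induced calcium signal above about 50% at the single tested concentration, limit read from the data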
Numbers without * were called inactive; nt = no result given. Rows were taken by chance. About 4.2% of those tested had a hit in this group.

SMILES	M5 PAM	TAAR1 agonist	M4 PAM	CHO-K1 Ca PAM	CRFR2-BP ag	TAAR1 antag	M5 ag	M5 antag	CRFBP-R2 block
OCC[C@H]1C[C@H](O)[C@@H](O)[C@@]2(CCCCO2)O1	8	10	5	9	-0.6	8	2	5	1
COc1cccc(C2NC(=O)NC(C)=C2C(=O)OCC2CCCCC2)c1 (stereo not drawn)	3	-2	-4	3	2.1	-11	5	2	-4
COc1ccccc1C(=O)Nc1nnc(S(=O)(=O)N2CCCCC2)s1	0	4	6	13	-0.5	-24	-2	8	-8
COc1cc(S(=O)(=O)N2CCOCC2)ccc1NC(=O)COC(=O)c1ccccn1	4	1	15	7	-0.7	-13	3	1	8
Cc1ccc(N2CC(C(=O)NC(C)CCc3ccccc3)CC2=O)cc1 (stereo not drawn)	3	-1	4	-12	-1.6	-27	-5	4	7
CCCOc1ccc2ccccc2c1/C=C1\SC(=O)NC1=O	-6	2	-4	9	-1.0	15	-2	14	16
COc1ccc(S(=O)(=O)N(C)C[C@@H]2Oc3cc(Br)ccc3S(=O)(=O)N([C@H](C)CO)C[C@@H]2C)cc1	-3	17	-2	11	0.9	33	4	-1	-11
Cc1cccc(C)c1NC(=O)CNC(=O)Cc1c[nH]c2ccccc12	5	0	3	12	4.7	-27	-4	5	-3
CC(=O)c1cccc(NC(=O)N2CCCC2C(=O)NCc2ccccc2)c1 (stereo not drawn)	-2	8	6	-5	4.0	-19	0	2	-10
O=C(Nc1ccc2c(c1)OCO2)C1CCN(S(=O)(=O)c2cccc3cccnc23)CC1	-9	9	-3	14	-0.1	9	-8	-3	-1
COc1cccc(C(=O)/C(C#N)=N/Nc2cccc(-c3ccnc(C)n3)c2)c1	-1	8	-1	20	-0.2	4	7	-3	2
O=C1C(Oc2ccccc2)C(c2cccs2)N1Cc1ccc2c(c1)OCO2 (stereo not drawn)	1	14	0	-1	11	36	2	-3	25
Cc1sc(NC(=O)c2ccc(=O)n(C)n2)nc1-c1ccccc1	-6	9	-4	-3	-0.9	-4	0	3	-15
CCn1c(SC/C=C/c2ccccc2)nnc1-c1cccs1	-1	6	0	15	-2.3	-13	0	-1	30
CC(=NNC(=O)c1ccncc1)c1cc(Cl)ccc1Cl	-10	3	4	4	-4.3	-6	-1	18	4
CC(C)NCC(O)COCCOc1ccc(Cl)cc1 (stereo not drawn)	0	8	-3	7	1.1	-35	-3	11	-1
CCCCc1nnc(NC(=O)CN(C)S(=O)(=O)c2ccc(C)cc2)s1	1	-1	-2	-1	-0.4	-19	-2	-5	-2
NS(=O)(=O)c1ccc(CCN2C(=O)/C(=C\c3ccc(Cl)cc3)SC2=S)cc1	-5	0	6	11	1.8	-7	1	-6	-19
COc1ccc2oc(C(=O)N(Cc3ccco3)Cc3cccs3)c(C)c2c1	-5	4	-6	5	4.2	38	-1	0	15
Cc1ccc2[nH]c(=O)c(CN(CC3COCCO3)C(=O)Nc3ccccc3C)cc2c1 (stereo not drawn)	-2	6	3	-14	-1.8	-7	4	6	-5
Cc1ccc(-c2[nH]nc3c2C(c2ccc(OC(=O)N4CCOCC4)cc2)C(C#N)=C(N)O3)cc1 (stereo not drawn)	-2	nt	-2	-5	-2.1	nt	1	4	-35
CCCC(NC(=O)CNC(=O)C(C)(C)C)C(=O)O (stereo not drawn)	1	2	-4	17	-3.6	-10	2	-4	24
O=c1oc(-c2ccco2)nc2sc3c(c12)CCCC3	-6	4	-7	-8	1.0	-16	-1	8	52*
COc1ccccc1C(=O)NC1CCN(C(=O)Nc2ccc(F)cc2)CC1	9	0	4	8	-2.3	1	-4	-1	1
COC(=O)CNC(c1ccccc1)c1cc(Br)ccc1NC(=O)OCc1ccccc1 (stereo not drawn)	11	2	-7	18	8.0	13	-8	-12	-5
CCOC(=O)N1CCN(S(=O)(=O)c2ccc(C(=O)N(CCCN(C)C)c3nc4ccc(CC)cc4s3)cc2)CC1	-12	5	-8	2	0.1	-7	-8	10	-4
CCCCC(O)(CCCC)C(=O)NN(C(=O)OCC)c1ccccc1	-2	2	-2	18	-1.6	-30	-7	3	-11
CC(C)(C)n1ncc2c(=O)n(Cc3ccc(Cl)cc3Cl)cnc21	-5	-2	5	0	0.1	45	-2	-2	7
C[C@@H]1CN([C@H](C)CO)C(=O)CCCn2cc(nn2)CO[C@H]1CN(C)C(=O)c1cc(-c2ccccc2)on1	-1	2	-2	-8	0.6	-21	1	-7	23
COc1ccc(CN(C)C(=O)Cn2cnc3c(SC)nc(N)nc32)cc1OC	-6	4	-4	-13	0.1	0	1	9	4
Cc1cnc(CN(C)C(=O)CC2C(=O)NCCN2CCCc2ccccc2)[nH]1 (stereo not drawn)	4	1	-1	3	0.6	-13	-2	-2	28
CCOC(=O)c1cccc(NC(=O)c2cccs2)c1	-7	0	-4	7	-2.1	16	-3	2	1
Cc1ccccc1Nc1nc(N)nc(COC(=O)c2c(C)noc2C)n1	-2	3	7	11	-2.7	-8	1	1	20
Cn1c(-c2ccccc2)cc2ccccc21	-1	0	7	-8	-2.7	-28	-3	4	14
Cc1ccc(C(=O)NCCN2CCC(n3c(=O)[nH]c4ccccc43)CC2)cc1F	-4	1	1	-6	nt	22	-3	4	nt
Cc1cc(NC(=O)CSc2ccccc2)no1	-1	7	5	9	-0.5	17	-4	-2	-1
CCc1ccccc1NC(=O)[C@@H]1CCC(=O)N1C1OC(=O)c2c1ccc(OC)c2OC (stereo partly drawn)	0	4	-8	-1	4.5	-17	1	1	-22
Oc1ccc(C[C@@H]2CNC(=S)N2CCCCC2CCCCC2)cc1	-4	0	-1	7	0.1	8	4	2	0
COc1ccc(NC(=O)c2cccc(-n3c(C)ccc3C)c2)c(OC)c1	4	1	2	12	-2.1	10	-3	-9	22
O=C(CNS(=O)(=O)c1cccs1)N1CCN(c2ccccc2F)CC1	7	-1	17*	20	0.5	5	-1	-15	-5
Cc1cccc(/C=N\NC(=O)c2ccc(Cl)cc2)c1O	-15	6	-4	16	0.8	-26	-2	22	-16
COc1ccc(C(=O)CSc2nc3ncccc3[nH]2)cc1OC	-15	4	-10	-9	-0.8	-3	0	15	-3
CCN(CC)c1ncnc2c1ncn2[C@H]1CN(Cc2ccccc2)C[C@@H](CO)O1	3	2	0	23	nt	-27	1	-1	nt
O=C(CCN1CCc2ccccc2C(O)(c2ccccc2)C1)c1ccc2c(c1)OCCO2 (stereo not drawn)	-6	8	-8	15	-0.9	16	-7	1	-26
O=C(Nc1ccc(F)c(Cl)c1)C1Cc2c(-c3ccc4c(c3)OCO4)ccnc2O1 (stereo not drawn)	-2	2	1	-8	nt	2	1	5	nt
CC1=C(C(=O)N(C)C)C(c2ccc(Cl)c(Cl)c2)NC(=O)N1 (stereo not drawn)	-1	4	4	10	-0.2	-4	1	5	4
CCOC(=O)C(=CNCC(=O)O)C(=O)OCC	-1	20	-1	15	-0.4	-18	2	7	11
C[C@]12CCC[C@H](O1)c1c(cc3c(c1O)C(=O)c1c(O)cc(O)cc1C3=O)O2	0	1	6	11	40	11	5	8	-70
CCCCN(C)CCNC(=O)c1ccc(Cn2c(=S)[nH]c3ccc(Br)cc3c2=O)cc1	1	17	-10	8	3.0	7	-9	8	-32
O=C(COC(=O)c1ccccc1SCC(=O)NC1CCS(=O)(=O)C1)NC1CCS(=O)(=O)C1 (stereo not drawn)	-8	1	0	-6	1.1	-10	-2	15	1
CCN(CC)CCNC(=O)Cc1nn(CC)c(=O)c2ccccc12	3	6	-7	-7	0.9	2	-5	14	4
O=C(OCC(=O)c1ccc[nH]1)c1ccc(Cl)c(Cl)c1	-14	8	-5	-15	4.9	-21	-2	21	-11
Cc1cc(C)c2nc(C(F)(F)F)c(C#N)c(N)c2c1	8	2	6	5	-2.1	-2	-1	5	3
C[C@H](CO)N1C[C@H](C)[C@H](CN(C)S(=O)(=O)c2cccs2)Oc2ncc(-c3cc4ccccc4o3)cc2C1=O	-5	5	-2	3	-0.9	22	-1	15	11
CN(C)S(=O)(=O)c1ccc(C(=O)NCC2CC2(Cl)Cl)cc1 (stereo not drawn)	-3	8	-4	-12	-1.7	16	-3	11	-35
CCc1nnc(NC(=O)CN2CCN(C(=O)c3ccccc3)CC2)s1	6	6	14	9	-0.2	12	-1	-2	-17
O=C(Cc1c(F)cccc1Cl)Nc1ccon1	-3	2	3	17	0.0	3	1	1	10
O=C(Nc1ccc2c(c1)OCO2)C1CCCCN1S(=O)(=O)c1ccccc1 (stereo not drawn)	-6	6	-2	10	1.3	7	1	3	9
COc1cccc(CNC(=O)C2CCN(c3nn4c(=O)cc(C)nc4s3)CC2)c1	-6	1	-6	7	0.5	-26	-4	20	0
COc1ccccc1CNC(=O)c1cc2c(C)nn(Cc3ccc(F)cc3)c2s1	0	0	10	3	-0.4	-4	-2	3	-11

A few values from above:
Entry of `COc1ccc(C(=O)CSc2nc3ncccc3[nH]2)cc1OC` under CRFBP-R2 block: -3
Entry of `O=C(CCN1CCc2ccccc2C(O)(c2ccccc2)C1)c1ccc2c(c1)OCCO2` (stereo not drawn) under TAAR1 agonist: 8

(further entries)
SMILES	M5 PAM	TAAR1 agonist	M4 PAM	CHO-K1 Ca PAM	CRFR2-BP ag	TAAR1 antag	M5 ag	M5 antag	CRFBP-R2 block
Cc1cc(C)n2nc3ccccc3c2n1	2	2	6	14	0.1	-15	2	-6	-16
Oc1oc(-c2ccccc2)nc1C=NCc1ccncc1	-3	2	-3	1	-1.1	-15	-4	-1	1
COc1cc(/C=C/C(=O)N2CCN(Cc3ccccc3)CC2)cc(OC)c1OC	7	2	-1	-5	-0.6	1	-8	-8	14
NC(=O)c1cnn2c(C(F)(F)F)cc(-c3ccc(F)cc3)nc12	-6	16	19	16	0.0	-9	1	1	5
O=C(CC1(O)C(=O)Nc2cc(Cl)cc(Cl)c21)c1ccccc1O (stereo not drawn)	1	8	-1	16	3.4	17	3	0	-17

Two records drawn at random from the list so far, as already listed:
SMILES	M5 PAM	TAAR1 agonist	M4 PAM	CHO-K1 Ca PAM	CRFR2-BP ag	TAAR1 antag	M5 ag	M5 antag	CRFBP-R2 block
O=C(CC1(O)C(=O)Nc2cc(Cl)cc(Cl)c21)c1ccccc1O (stereo not drawn)	1	8	-1	16	3.4	17	3	0	-17
COc1cc(/C=C/C(=O)N2CCN(Cc3ccccc3)CC2)cc(OC)c1OC	7	2	-1	-5	-0.6	1	-8	-8	14
